# DENV2 CPE rescue: protects cells from dengue virus 2 cytopathic effect | 1.7% of 350,000 active | CPE inhibition, % at 9.99 µM | DENV2-infected cells, cytopathic effect rescue, plate reader | AID 651640; in the data active means CPE inhibition above about 20%, passing the limit was not always enough; inconclusive means no clear call, values can overlap the other calls; tested in BHK-21 cells;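 further: 0% = median of neutral control wells and 100% = median of positive control wells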
# F508del corr: CFTR F508del correction in bronchial cells; CFBE cells, YFP halide quenching; stimulated with forskolin plus potentiator P3; % fluorescence drop versus neutral controls; activity (quench increase), % at 7.58 µM; 0.36% of 350,000 active; AID 720511;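 active means mean added fluorescence quench of at least 8% versus neutral control, with both replicates also reaching 8%; inconclusive means only one of the mean or replicate conditions met; inactive means mean below 8% and not both replicates reaching 8%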;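 further: cells transiently co-express mutant CFTR-F508del with the halide-sensitive YFP; corrector assay measuring rescue of mutant channel to the surface after 24 h compound exposure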
# GSIS activator: GLuc luminescence reporter in INS-1E cells, primary screen for activators of glucose-dependent secretion of insulin. INS-1E GLuc reporter insulin secretion, 2-3 h. activation, % at 16.6 µM. 0.61% of 370,000 active;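 active means lowest replicate activation of at least 40%, so every replicate reaches that level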;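 further: 0% = median of neutral control wells and 100% = median of IBMX positive control wells; some compounds called inactive have numbers as strong as hits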
# ARNT-TACC3 inh: ARNT/TACC3 interaction disruption. inhibition, % at 9.99 µM. Q9Y6A5. AlphaScreen His-ARNT PAS-B/GST-TACC3 binding, luminescence; TACC3 fragment carries E629A point mutation. 0.66% of 390,000 active;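 active means mean inhibition of replicates at least 50% and at least half of replicates each reaching 50%; inconclusive means half or more replicates reach 50% but mean below 50%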;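 further: 0% = complete ARNT plus TACC3 wells and 100% = ARNT alone without TACC3; many hits fall short of the cut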
# XiGFP reactiv: X-chromosome reactivation activator | XiGFP mouse fibroblasts, % GFP-positive cells imaging, 3 d; cells co-treated with 5-aza-dC sensitizer; scaled so ellipticine positive control = 100% | activation, % at 7.58 µM | 0.055% of 360,000 active | AID 743238;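 active means mean normalized replicate activation at least 10% and every replicate at or above 10%; inconclusive means only one of the two criteria met; inactive means mean below 10% and not all replicates reach 10%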;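 further: 0% = median of on-plate neutral control wells and 100% = ellipticine 6 µM median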
#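 System: 68-5-11 XiGFP fibroblast line; Timing: 3 days compound exposure; Compound dosing: one concentration, pinned; Benchmarks: positive control ellipticine, 6 µM final; Buffer or medium: DMEM containing 5-aza-dC.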
# PAX8 inh HTS: inhibitors of PAX8 transcriptional activity in RMG-I cells; RMG-I TPO-luciferase reporter, SteadyGlo, 24 h; inhibition, % at 12.6 µM; 1.2% of 360,000 active;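 active means mean replicate inhibition at least 60% with every replicate also reaching 60%; inconclusive means only one of the two criteria is met; inactive means mean below 60% and not all replicates reaching 60%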;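 further: luciferase light reporting Pax8 driven TPO promoter activity; plate controls were median of neutral control wells for no effect and mitoxantrone controls for full effect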
# EWS-Fli inh: blocks EWS/Fli oncoprotein-driven transcription. 0.67% of 350,000 active. A673 NR0B1-luciferase reporter, viability-normalised. AID 651661. inhibition, % at 12.6 µM;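 active means mean inhibition of at least 50% after viability correction, with every replicate also passing that limit; inconclusive means mean reaches 50% but only one of two replicates passes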;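 further: firefly luciferase signal divided by Alamar Blue viability fluorescence both relative to DMSO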
# ERp5 inh: ERp5 (human) disulfide isomerase inhibition; ERp5 insulin aggregation, absorbance 650 nm, 90 min; inhibition, % at 9.99 µM; 0.05% of 350,000 active;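 active means mean replicate inhibition above about 25%, with every replicate also reaching it, limit read from the data, passing the limit was not always enough; inconclusive means only one of those two criteria met; inactive means neither criterion met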
# Target sequence (Q15084 whole entry, looked up): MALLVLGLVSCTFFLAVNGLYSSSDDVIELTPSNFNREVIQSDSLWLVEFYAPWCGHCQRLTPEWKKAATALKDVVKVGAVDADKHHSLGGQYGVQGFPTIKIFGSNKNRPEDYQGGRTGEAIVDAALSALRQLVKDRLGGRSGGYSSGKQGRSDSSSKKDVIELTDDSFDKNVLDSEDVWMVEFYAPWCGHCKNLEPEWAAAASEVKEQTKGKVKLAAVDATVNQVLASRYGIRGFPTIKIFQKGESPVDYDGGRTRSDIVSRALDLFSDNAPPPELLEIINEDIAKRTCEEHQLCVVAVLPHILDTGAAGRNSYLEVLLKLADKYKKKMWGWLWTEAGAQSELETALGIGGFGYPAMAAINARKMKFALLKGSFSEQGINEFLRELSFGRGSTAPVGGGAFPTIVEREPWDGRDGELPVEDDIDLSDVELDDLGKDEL
# An asterisk follows results filed as active; ? = inconclusive; · = no result given; & = joins results of further samples.
# Values in the order: DENV2 CPE rescue	F508del corr	GSIS activator	ARNT-TACC3 inh	XiGFP reactiv	PAX8 inh HTS	EWS-Fli inh	ERp5 inh
> C[C@@H]1CCCCO[C@H](CN(C)C(=O)Cc2ccccc2)[C@@H](C)CN([C@H](C)CO)C(=O)c2cc(NS(=O)(=O)c3ccccc3)ccc2O1
 : -7	-0.6	7	-8	0.1	1	2	0
> C/C=C/c1ccccc1[C@H]1[C@H](C#N)N(C(=O)CN2CCOCC2)[C@H]1CO
 : -7	-2.9	-2	·	0.4	·	-3	-1
> COC(=O)c1c[nH]c(=S)n1Cc1ccccc1
 : -2	-2.2	·	-6	0.1	-2	7	8
> O=[N+]([O-])c1cc(-c2cnc3ccccc3n2)ccc1Cl
 : ·	0.1	13	-9	0.0	-33	-7	-2
> COC(=O)C1(c2ccccc2)NC(c2ccc(O)cc2)C2C(=O)N(c3ccc4c(c3)OCO4)C(=O)C21 (configuration not stated)
 : 8	1.1	-12	2	0.0	1	-1	-1
> Cc1ccc(S(=O)(=O)Nc2ccccc2O)cc1
 : 0	-1.9	17	·	0.0	-16	-5	10
> Cc1ccc(Cl)c2c1NC(=O)C2=O
 : ·	-0.2	-6	-8	0.0	-2	33	4
> O=C(C[C@@H]1CC[C@H]2[C@@H](COC[C@H](O)CN2Cc2nccs2)O1)N1CCC(Cc2ccccc2)CC1
 : -2	-2.3	-13	-5	0.1	4	23	4
> C[C@@H]1CN([C@H](C)CO)C(=O)c2cccc(NS(=O)(=O)c3cn(C)cn3)c2O[C@H]1CN(C)S(=O)(=O)c1ccccc1
 : -1	-1.6	6	-7	-1.3	-33	-9	0
> Cc1cccc2c1ncc1c(=O)n(-c3ccccc3)[nH]c12
 : 1	-3.1	21	0	0.0	-100	-89	4
> OC[C@H]1[C@H](c2ccc(-c3ccccc3)cc2)[C@@H]2CN(Cc3cncnc3)CCCCN12
 : -5	0.1	16	1	0.0	-20	-11	-7
> NS(=O)(=O)c1ccc(NC(=S)N2CCN(Cc3ccc4c(c3)OCO4)CC2)cc1
 : -3	4.8	-5	-3	-0.1	8	8	-3
> Cc1ccsc1C(=O)N(C)CC(=O)N(CC(C)C)c1c(N)n(CC(C)C)c(=O)[nH]c1=O
 : 2	3.1	-3	-24	-0.1	-13	-7	-3
> COc1ccc2c3c(n(C)c2c1)[C@H](CO)N(CC1CC1)CC31CN(Cc2ccc(F)cc2)C1
 : 13	-2.2	-2	·	0.0	-21	-3	6
> Cc1ccc(C(=O)Cn2cncn2)cc1
 : 7	1.8	6	1	16*	2	4	-1
> C[C@H](CO)N1C[C@H](C)[C@@H](CN(C)S(=O)(=O)c2ccc(Cl)cc2)Oc2ccc(NC(=O)CCN3CCOCC3)cc2C1=O
 : -10	0.5	3	14	0.5	-2	-3	-1
> CCc1ccc(-c2nc(CS(=O)CC(=O)NC3CCCCCC3)c(C)o2)cc1 (configuration not stated)
 : 4	2.1	-6	-8	0.0	-10	7	0
> CCCNC(=O)c1cc(C2CCCN(C(=O)c3ccccc3)C2)on1 (configuration not stated)
 : 4	-1.4	2	·	1.4	-9	-9	0
> C[C@H](CO)N1C[C@H](C)[C@H](CN(C)C(=O)Nc2cccc(Oc3ccccn3)c2)OCc2cnnn2CCCC1=O
 : 12&5&19	3.0&1.3&-1.3	-7&-7	-6&19	0.1&-0.1	-5&5	5&0&-4	-2&-5&-5
> C[C@@H]1CN([C@@H](C)CO)C(=O)Cc2cc(NC(=O)Nc3ccc(C(F)(F)F)cc3)ccc2O[C@@H]1CN(C)C(=O)Nc1ccc(C(F)(F)F)cc1
 : -8	-0.7	-8	-7	0.1	-7	8	-4
> Cc1noc(C)c1NC(=O)Nc1cccc2c1O[C@H](CN(C)S(=O)(=O)c1ccccc1)[C@H](C)CN([C@H](C)CO)C2=O
 : ·	-0.5	8	·	-0.2	-29	0	·
> COc1ccccc1NC(=O)COC(=O)C1CCN(/C=C/C(=O)C(F)(F)F)CC1
 : -5	0.3	46	3	0.0	42	15	1
> C[C@@H]1CN([C@H](C)CO)C(=O)Cc2cc(N(C)C)ccc2O[C@H]1CN(C)Cc1ccc(-c2ccccc2)cc1
 : 12	1.2	-14	15	0.2	6	-8	2
> C[C@H]1CCCCO[C@@H](CN(C)C(=O)CCCN(C)C)[C@@H](C)CN([C@@H](C)CO)C(=O)c2cc(NC(=O)Nc3ccccc3)ccc2O1
 : -5	0.0	10	10	0.2	-15	7	5
> Cc1ccccc1C(=O)Nc1ccc(N(C)C)c2ccccc12
 : -5	1.9	-1	-1	0.1	6	-51	2
> O=C(COc1ccc(F)cc1)Nc1nnc(C2CC2)s1
 : -2	1.8	10	-4	0.0	-55	-22	0
> O=C(C[C@H]1CC[C@H]2[C@@H](COC[C@@H](O)CN2S(=O)(=O)c2cccc(Cl)c2)O1)Nc1ccccc1
 : 4	-1.1	-11	-4	0.0	-8	-2	-2
> O=C(Cn1cnc2ccccc2c1=O)NCCCN1CCCC1=O
 : -4	3.4	8	-8	0.2	-1	-6	-2
> C[C@H]1CN([C@@H](C)CO)C(=O)c2cc(NC(=O)Nc3ccc(C(F)(F)F)cc3)ccc2O[C@@H]1CN(C)CC1CCCCC1
 : -8	2.2	5	-4	-0.3	·	2	-6
> CCC(=O)Nc1ccc2c(c1)OC[C@H](C)N(Cc1ccncc1)C[C@H](C)[C@H](OC)CN(C)C2=O
 : -2	1.9	-15	-17	0.3	5	-3	-3
> COc1ccc(C(CNC(=O)c2cccc(NS(=O)(=O)c3ccc(C)c(F)c3)c2)N2CCCC2)cc1 (configuration not stated)
 : 11	0.4	-51	10	0.1	·	-1	0
> COc1ccc(NC(=O)NC2CCCCCCC2)cc1OC
 : 2	1.9	-11	·	0.0	4	·	4
> CCC(=O)Nc1ccc(S(=O)(=O)Nc2c(C)nc3nc[nH]n3c2=O)cc1
 : 6	0.9	3	-1	0.5	1	-2	0
> O=C(c1cc(-c2ccccc2)nc2ccccc12)N1N=C(C(F)F)CC1(O)C(F)F (configuration not stated)
 : -5	-0.2	-27	-4	·	·	6	-2
> OC[C@@H]1CN(Cc2ccc(-c3ccccc3)cc2)C[C@H](n2cnc3c(NC4CCCC4)ncnc32)O1
 : 0	3.9	-36	·	0.0	65*	23	-4
> C#CCn1cc(/C=N/NC(=O)c2cc3ccccc3o2)c2ccccc21
 : -3	·	-1	-10	0.0	20	-6	3
> CCCc1nc2c(nnn2Cc2ccccc2)c(=O)[nH]1
 : 6	1.0	64	0	·	·	-2	3
> COc1ccccc1C(=O)c1ccccc1C(=O)c1ccccc1
 : 7	-3.5	·	-23	0.2	6	4	0
> CNC[C@H]1Oc2c(NC(=O)C3CC3)cccc2C(=O)N([C@H](C)CO)C[C@H]1C
 : 17	-0.7	11	0	0.0	4	-10	2
> CC(=O)Nc1cccc(NC(=O)C2CCCO2)c1 (configuration not stated)
 : -10	0.1	-8	·	0.2	-14	1	0
> O=C(NCC(=O)N1CCCC(C(F)(F)F)C1)c1ccc(Oc2ccccc2)cc1 (configuration not stated)
 : 6	-0.8	-29	-15	0.2	3	10	5
> COc1ccc(-c2ccc3c(c2)[C@H]2[C@H](CCN2C(=O)c2cccc(F)c2)[C@H](CO)N3)cc1
 : -17	-1.3	10	11	0.2	25	8	-9
> O=C(OCc1c(-c2ccccc2)ncc2ccccc12)N1CCOCC1
 : ?	0.4	22	1	0.0	1	-22	16
> Cc1cc(C)cc(NS(=O)(=O)c2c(C)[nH]c(=O)[nH]c2=O)c1
 : -2	2.9	-6	-8	-0.1	8	-2	4
> CCOc1ccc(NC(=O)c2[nH]c(C)c(C(C)=O)c2C)cc1
 : -4	1.7	48	-6	0.1	-24	-45	3
> C[C@H](CO)N1C[C@H](C)[C@@H](CN(C)Cc2ccc(C(F)(F)F)cc2)Oc2ccc(NC(=O)NC3CCCCC3)cc2C1=O
 : ?	3.2	-37	-2	0.0	·	7	-2
> O=C(C1=C[C@H](c2ccc3c(c2)OCO3)C[C@H](OCc2ccc(CO)cc2)O1)N1CCCCC1
 : 12	-1.8	·	9	·	-11	-15	-1
> CC(=O)Nc1ccc(S(=O)(=O)N2CCC(C(=O)NCCC(=O)Nc3ccccc3)CC2)cc1
 : 5	-1.0	-11	9	0.1	0	·	3
> C[C@@H]1CN([C@H](C)CO)S(=O)(=O)c2ccc(Br)cc2O[C@H]1CN(C)C(=O)C1CCCCC1
 : -8&0	-0.1&0.2&-1.0	-24&9	5	0.2&0.5	5&-20	4&-5&-1	0&-1
> Cc1ccccc1C(=O)NC(CC(C)C)C(=O)OCC(=O)c1c(N)n(C)c(=O)n(C)c1=O (configuration not stated)
 : -2	-2.7	-10	4	0.0	1	16	-6
> O=C(O)CCN1C(=O)CC(N2C(=O)/C(=C/c3ccc(Cl)cc3)SC2=S)C1=O (configuration not stated)
 : 11	-2.1	-9	29	-0.1	-20	9	0
> Cc1cccc(NC(=O)COC(=O)Cc2cccs2)c1C
 : 10	-1.3	14	13	0.1	1	-3	-3
> CN(c1ccccc1)S(=O)(=O)c1cccc(NC(=O)Cn2cnc3c2c(=O)n(C)c(=O)n3C)c1
 : ·	·	-17	7	0.5	-7	·	·
> COCCNC(=O)C(c1ccc(C)cc1)N(CCOC)C(=O)CCC(=O)Nc1nccs1 (configuration not stated)
 : -3	1.4	47	-4	0.4	7	-8	0
> C[C@@H]1CN([C@H](C)CO)C(=O)c2ccccc2-c2ccccc2CO[C@@H]1CN(C)S(=O)(=O)c1cccs1
 : 6	0.8	3	18	0.2	-23	-1	2
> CSc1ccc(C(=O)C2CCCN(C(=O)Cn3cnnn3)C2)cc1 (configuration not stated)
 : -5	-2.3	1	·	0.1	11	1	1
> CC(C)NC(=O)Nc1ccc2c(c1)C(=O)N([C@@H](C)CO)C[C@@H](C)[C@@H](CN(C)S(=O)(=O)c1ccc(F)cc1)OCCCC[C@H](C)O2
 : 4	-1.2	2	2	0.0	6	8	-1
> O=C(Nc1cccc(-n2cnnn2)c1)c1cc2ccccc2o1
 : -1	0.4	14	-1	-0.1	-13	·	2

# In another format: entries from further up
SMILES	DENV2 CPE rescue	F508del corr	GSIS activator	ARNT-TACC3 inh	XiGFP reactiv	PAX8 inh HTS	EWS-Fli inh	ERp5 inh
Cc1cccc2c1ncc1c(=O)n(-c3ccccc3)[nH]c12	1	-3.1	21	0	0.0	-100	-89	4
OC[C@H]1[C@H](c2ccc(-c3ccccc3)cc2)[C@@H]2CN(Cc3cncnc3)CCCCN12	-5	0.1	16	1	0.0	-20	-11	-7

# Single records, as listed above. Values in the order: DENV2 CPE rescue, F508del corr, GSIS activator, ARNT-TACC3 inh, XiGFP reactiv, PAX8 inh HTS, EWS-Fli inh, ERp5 inh
# Results for COc1ccccc1NC(=O)COC(=O)C1CCN(/C=C/C(=O)C(F)(F)F)CC1 → -5, 0.3, 46, 3, 0.0, 42, 15, 1
# Results for O=C(O)CCN1C(=O)CC(N2C(=O)/C(=C/c3ccc(Cl)cc3)SC2=S)C1=O (configuration not stated) → 11, -2.1, -9, 29, -0.1, -20, 9, 0
# Results for CC(C)NC(=O)Nc1ccc2c(c1)C(=O)N([C@@H](C)CO)C[C@@H](C)[C@@H](CN(C)S(=O)(=O)c1ccc(F)cc1)OCCCC[C@H](C)O2 → 4, -1.2, 2, 2, 0.0, 6, 8, -1
